Screening results as filed in PubChem.
ARNT TACC3 PPI = disruptors of human ARNT/TACC3 interaction; AlphaScreen His-ARNT PAS-B/GST-TACC3 binding, luminescence; TACC3 fragment carries E629A point mutation; 390,000 compounds, 0.66% hits; Q9Y6A5; inhibition, % at 9.99 µM;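 active means mean inhibition of replicates at least 50% and at least half of replicates each reaching 50%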;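 further: 0% = complete ARNT plus TACC3 wells and 100% = ARNT alone without TACC3; many hits fall short of the cut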
Starred values were filed as active, the others as inactive; & = joins results of further samples. This is a subset; rates above refer to the full screens.

Structure,ARNT TACC3 PPI
CCCCNC1C(CC)C(CCC)C(C#N)(C#N)C1(C#N)C#N (stereo unspecified),25
CCOC(=O)c1ccccc1NC(=O)c1ccccc1NS(C)(=O)=O,-2
COc1ccc2c(c1)C1(C)CC(C)(C)N2C(=O)N1c1ccccc1 (stereo unspecified),0
N#CCCN1CCN(C(CNS(=O)(=O)c2ccc(Cl)cc2)c2ccccc2)CC1 (stereo unspecified),-4
COc1ccc(OC)c(C2C(C#N)=C(N)Oc3cc(C)[nH]c(=O)c32)c1 (stereo unspecified),1
CCCCNc1nc(N(C)c2ccccc2)nc(-n2ccnc2)n1,-5
CCOC(=O)c1c(CC(C)C)csc1NC(=O)C(C)C,-12
Cc1cccc(OCCCSc2nc3ccc(C)cc3[nH]2)c1,-7
CCN1C(=O)/C(=C/c2cc(C)n(C)c2C)SC1=Nc1ccc(OC)cc1,2
CCCCn1c(SCc2cccnc2)nc2c1c(=O)n(C)c(=O)n2C,-2
CCOc1ccccc1C(=O)NCCCn1ccnc1,3
O=C(c1ccco1)N1CCN(c2ncnc3c(-c4ccc(Cl)cc4)nsc23)CC1,3
Cc1ccc(S(=O)(=O)N(C)CCCC(=O)N2CCOCC2)cc1,-8
COc1ccccc1OCC(=O)Nc1ccc(CSc2ccccc2)cc1C,-3
COC(=O)c1cc(NC(=O)CC2NCCNC2=O)cc(C(=O)OC)c1 (stereo unspecified),-5
O=C1CC(Nc2ccccc2)C(=O)N1Cc1ccccc1 (stereo unspecified),-2
CCCCOCCCNC(=O)/C=C/c1ccccc1Cl,-4
CCn1c(SCC(=O)N2CCC(C(N)=O)(N3CCCCC3)CC2)nnc1-c1ccccc1,-3
O=C1OCCN1C(=O)[C@H]1[C@H](c2ccc(F)cc2)C(c2ccc(F)cc2)=NN1c1ccc(Br)cc1,-16
COc1cccc(NS(=O)(=O)c2cc(C)ccc2OC)c1,-41
O=C(c1ccc(S(=O)(=O)N2CCOCC2)cc1)N(c1ccccc1)C1C=CS(=O)(=O)C1 (stereo unspecified),-5
Cc1cccc(C(=O)Nc2ccc(CC(=O)O)cc2)c1,-8
COc1ccc(NC(=O)CN2CCN(CC(=O)Nc3ccccc3Cl)CC2)cc1Cl,-1
Cc1[nH]nc2c1C1(CCN(C(=O)OCc3ccccc3)CC1)C(C#N)=C(N)O2,-1
COc1ccc(S(=O)(=O)NCC(=O)N(CC(=O)NCC2CCCO2)c2c(C)cccc2C)cc1 (stereo unspecified),8

(continued)
Structure,ARNT TACC3 PPI
CCCC(c1nnnn1C(C)(C)CC)N(CCCO)Cc1cc2cc(C)cc(C)c2[nH]c1=O (stereo unspecified),-1
O=C(O)COc1ccc(/C=N/NC(=O)c2ccccc2Br)cc1,-10
O=C(NCCc1c[nH]c2ccccc12)C(=O)NCC(c1ccco1)N1CCN(c2ccccc2F)CC1 (stereo unspecified),1
CC(C)(C)NC(=O)C[C@H]1C[C@H](C(=O)N2CCOCC2)[C@@]2(CCC3CCCC3)c3[nH]c4ccc(Cl)cc4c3CCN2C1=O,6
CCN(CC)S(=O)(=O)c1ccc(N2CCOCC2)c(C(=O)O)c1,0
O=C(CN(Cc1ccco1)C(=O)Cn1nnc(-c2ccc(F)cc2)n1)NC1CCCC1,-3
CS(=O)(=O)N(CC(=O)NCCSCc1c(F)cccc1Cl)c1ccc2c(c1)OCO2,-3
Cc1ccc(C(=O)NCC(=O)OCC(=O)c2c(N)n(C)c(=O)n(C)c2=O)s1,-1
CCc1ccc(N(C(=O)c2csnn2)C(C(=O)NC(C)(C)C)c2ccncc2)cc1 (stereo unspecified),4
COc1cccc(NC(=O)COC(=O)c2c3c(nc4ccccc24)CCC(C)C3)c1 (stereo unspecified),-2
O=C(O)CNC(=O)C1COc2ccccc2O1 (stereo unspecified),-3
COc1ccc(NC(=O)N2Cc3ccccc3CC2C(=O)NC(C)(C)C)cc1 (stereo unspecified),-2
COC(=O)c1ccccc1NC(=O)c1sc(N)nc1C,1
OC1(c2ccc(F)cc2)CCN(Cc2nnnn2Cc2cccs2)CC1,-2
O=C1NC(c2ccccc2)=C(c2nc3ccccc3s2)C(c2ccc(F)cc2)N1 (stereo unspecified),-2
COc1cccc(-c2nnc3sc(C4CCCCC4)nn23)c1,5
CCN1CCN(C(=O)Nc2cccc3ccccc23)CC1,-5
CCc1nc(NCc2cccnc2)c2oc3ccccc3c2n1,-9
Cc1ccc2c(c1)c1c3n2CCN=C3CCC1,3
COc1ccc(C2C(C#N)=C(N)Oc3n[nH]c(C)c32)cc1Cn1nc(C)c([N+](=O)[O-])c1C (stereo unspecified),6
CC12CCC(C(=O)Nc3ccccc3N3CCOCC3)(CC1=O)C2(C)C (stereo unspecified),-2
COCC(C)n1c(C)cc(C(=O)COc2ccc(S(=O)(=O)N3CCOCC3)cc2Cl)c1C (stereo unspecified),3
CCC(C)(C)n1nnnc1C(c1cccnc1)N1CCN(c2cccc(C(F)(F)F)c2)CC1 (stereo unspecified),0
Cc1ccc(NC(=O)c2ccc(-c3nn(C)c(=O)c4ccccc34)cc2)c(C)c1,3
CC(=O)C1=C(O)C(=O)N(CC(=O)O)C1c1ccccc1Cl (stereo unspecified),1

Following part.
Structure,ARNT TACC3 PPI
CCN1C(=NCCc2cccnc2)N[C@@H](c2ccccc2)[C@H](C(=O)OC)[C@H]1C,3
COc1ccc(N2CCN(C(=O)c3ccc(OCc4c(C)noc4C)c(OC)c3)CC2)cc1,-12
CC(C(=O)O)c1n[nH]c(=O)c2ccccc12 (stereo unspecified),-2
c1ccc(-c2noc(-c3cccc4ccccc34)n2)cc1,-2
COc1ccc(C(CNC(=O)Cc2cc(OC)c(OC)c(OC)c2)N2CCCC2)cc1 (stereo unspecified),0
Cc1ccc(NC(=O)N2CCc3ccccc3C2)cc1,23
O=C(NCc1cccc(F)c1)c1cccc2c1C(=O)c1ccc(N3CCC(Cc4ccccc4)CC3)cc1S2(=O)=O,-6
COc1cccc(-c2nc(-c3ccccc3)[nH]c(=O)c2C#N)c1,2
Cc1cc(C)c2c(-n3cccc3)n[nH]c2n1,7
CCOC(=O)c1sc(NC(=O)c2cc(S(=O)(=O)N3CCOCC3)ccc2C)nc1C,3
O=P(O)(O)c1ccccc1OCc1ccccc1,-2
CC(=NCCCn1ccnc1)C1=C(O)c2ccccc2C1=O,26
O=c1[nH]c(=O)n(Cc2ccco2)c2c1C(C(F)(F)F)(C(F)(F)F)N=C(c1ccco1)N2,-16
COc1ccccc1-c1c(C(F)(F)F)oc2cc(OC(=O)c3ccccc3[N+](=O)[O-])ccc2c1=O,-11
Nc1nc(NC(=O)c2cccc(S(=O)(=O)N3CCCCCC3)c2)nc(-c2ccccc2)n1,-3
CC1CN(C(=O)C(C)Sc2nc3ccccc3s2)CC(C)O1 (stereo unspecified),-2
CSc1ccccc1C(=O)Nc1cccc(C(C)=O)c1,1
Nn1c(SCC(=O)Nc2ccc3c(c2)OCO3)nnc1C1CC1,-4
O=C(Nc1nc2ccccc2n1CCN1CCCCC1)c1ccco1,5
COc1cccc(-c2cc(C(F)(F)F)n3ncc(S(=O)(=O)c4ccccc4)c3n2)c1,-19
O=C(c1ccccc1)N1CCN(C(=O)c2ccc(OC(F)(F)F)cc2)CC1,-3
Cc1ccnc(SCCn2c(N3CCC(C)CC3)nc3c2c(=O)n(C)c(=O)n3C)n1,-4
Cc1cccc(CN2CCN(c3ccccn3)CC2)c1,4
Cc1nc2ccc(N3C(=O)CCC3=O)cc2[nH]1,-5
O=c1c2c3c(sc2ncn1/N=C/c1ccccc1)CCCC3,-1

(cont.)
Structure,ARNT TACC3 PPI
COc1ccc(OCC(=O)Nc2ccc(S(=O)(=O)Nc3cc(C)nc(C)n3)cc2)cc1,7
OC1(c2ccccc2F)CCN(Cc2nnnn2CCc2ccccc2)CC1,-12
COc1cc(NC(=O)c2ccc(Cl)cc2)c(OC)cc1NC(=O)CN1CCOCC1,-3
O=C(c1ccco1)N1CCN(C(=O)C2Cc3ccccc3CN2S(=O)(=O)c2ccc(F)cc2)CC1 (stereo unspecified),-1
CCOCCc1nnc(NC(=O)CN2C(=O)c3ccccc3C2=O)s1,18
O=C(c1ccco1)N1CCN(c2cc(C(F)(F)F)nc3ncnn23)CC1,3
CC1(C)CC(=O)C2=C(C1)OC(N)=C(C#N)C2c1ccsc1 (stereo unspecified),2
C(=N\Nc1nc(N2CCOCC2)nc(N2CCOCC2)n1)/c1cccnc1,-5
COc1ccc(/C=N/n2c(C)nnc2C)c(OC)c1OC,-2
COc1cccc(N2CCN(c3ncccn3)CC2)c1,8
CC1CN(c2nnnn2-c2ccccc2)CC(C)O1 (stereo unspecified),-6
Cc1cc(-c2ccccc2)nc2cc(C(=O)N(Cc3ccccc3)Cc3ccccc3)nn12,-14
CCn1c(=O)n(CC(=O)Nc2cccc(OC)c2)c(=O)c2ccccc21,-7
COc1ccc(NC(=O)N2CCN(S(C)(=O)=O)CC2)cc1OC,-2
O=C(c1cccc(F)c1F)N1CCCC1,-1
CCN(CC)C(=O)Oc1ccccc1NC(C)=O,3
CC(/C=C\c1cccnc1)=C/C(=O)O,1&-5
COC(=O)C1=C(C)N(C)C(=O)NC1c1cc(Cl)cc(Cl)c1OC (stereo unspecified),-8
Cc1cccc(OCC(=O)NCCN2CCOCC2)c1,3
Cc1ccccc1NC(=O)c1ccc(NC(=O)C2CCCO2)cc1 (stereo unspecified),-3
Cc1ncsc1CCSc1n[nH]c(=O)n1-c1ccccc1,-4
CCOC(=O)c1nn(-c2ccccc2C)c2nc(-c3ccc(C)cc3)c(C#N)c(=O)n12,-11
O=C(NCCN1CCOCC1)c1cc2n(n1)C(C(F)(F)F)CC(c1ccc(F)cc1)N2 (stereo unspecified),-1
O=C(CCNC(=O)Cn1cnc2ccccc2c1=O)NCC1COc2ccccc2O1 (stereo unspecified),-1
COc1ccc(N2CCN(C(=O)CSc3ncnc4c3cnn4-c3ccc(OC)cc3)CC2)cc1,-21

Next results.
Structure,ARNT TACC3 PPI
O=C(CCC1CCCCC1)NNC(=O)NC12CC3CC(CC(C3)C1)C2,-2
COc1ccc(C)cc1Cn1c(S(C)(=O)=O)nc2ccccc21,-47
Cc1cc2c(c(=O)n1Cc1cccnc1)C(Cc1ccccc1)C(C#N)=C(N)O2 (stereo unspecified),-5
Nc1ccc(CCS(N)(=O)=O)cc1,-4
O=C(Cc1ccc(Cl)cc1)Nc1ccc(N2CCN(C(=O)c3ccco3)CC2)c(Cl)c1,-7
O=C1c2ccccc2C(=O)N1CC1c2ccccc2CCN1S(=O)(=O)c1ccccc1 (stereo unspecified),9
CC[C@H](C)Cc1cn([C@@H](CCCN=C(NC(=O)OC(C)(C)C)NC(=O)OC(C)(C)C)C(=O)NCCCCCCCCCCC(=O)N2CCN(C(=O)OC(C)(C)C)CC2)nn1,0
N/C(=N\OC(=O)c1ccc(Cl)cc1)c1cccnc1,-10
Cn1c(Cc2ccc3c(c2)OCO3)nnc1SCC(=O)N1CCc2ccccc2C1,-5
CC(C)n1cc(-c2ccc(Cl)cc2)cc(C#N)c1=O,-12
CN(C(=O)CC(NC(=O)c1ccccc1)(c1ccccc1)c1ccccc1)c1ccccc1,1
CCOC(=O)C1=C(C)NC(=O)NC1C (stereo unspecified),0
CC(C)CCn1c(S(=O)(=O)O)nc2ccccc21,-3
Cc1sc(NC(=O)C2CCCO2)c(C(N)=O)c1C (stereo unspecified),-1
O=C(CCN1C(=O)C2C3C=CC(C3)C2C1=O)Nc1c(F)cc(F)cc1Br (stereo unspecified),-3
O=C(/C=C/c1ccco1)NC(=S)Nc1ccc(Cl)cn1,8
CCS(=O)(=O)N1CCCC(C(=O)NCc2ccc3c(c2)OCO3)C1 (stereo unspecified),-3
Cc1oc2c(C)c(O)ccc2c(=O)c1-c1ccc2ccccc2n1,-32
Cc1ccc(C(=O)NN(C)c2nc3ccccc3nc2C(F)(F)F)cc1,-10
NC(=O)c1nsc(C(=O)N(CC(=O)NCc2ccc3c(c2)OCO3)C2CCCCC2)c1N,-8
O=C(O)CCC(=O)N1CCOc2ccc(Cl)cc21,-5
CC1=CC(c2ccc(Cl)cc2)n2nc(NS(=O)(=O)c3ccc(C)cc3)nc2N1 (stereo unspecified),-5
Cc1cc(Nc2nc3c(c(=O)n(C)c(=O)n3C)n2C)n(-c2ccc(Cl)cc2)n1,3
Cc1cccc(OCCCC(=O)NC(C)C)c1,-13
Cc1cc(C)c(C)c(S(=O)(=O)N2CCC(C(=O)OCC(=O)N3c4ccccc4NC(=O)C3(C)C)CC2)c1C,-6
COc1ccc2oc(C(=O)C3CC3)c(N)c2c1,4
COc1ccc(/C=C/C(=O)Oc2cccc(/C=N/NC(=O)COc3c(C)cccc3C)c2)cc1,-3
